HIF-2a inh = HIF-2a inhibition | inhibition, % at 18.8 µM | 786-0 RCC cells HIF-2a reporter, luciferase luminescence, overnight | AID 624352 | 360,000 compounds, 0.72% hits;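 active = inhibition of the luminescence signal of 40% or more relative to plate controls, in a single-dose primary screen at 18.75 µM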
Cardio protect = protects H9c2 cardiomyocytes from peroxide injury | 360,000 compounds, 0.63% hits | protection from H2O2 cell death, % at 20 µM | H2O2 injury protection, ATPLite, 2 h;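 active = compounds giving at least 50% protection of heart cells from peroxide-induced death in the single-dose screen, raw or plate-pattern-corrected value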;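 note: 0% = DMSO wells with peroxide and 100% = DMSO wells without peroxide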
iPSC survival up = enhancers of human iPSC single-cell survival. hiPSC single-cell survival, ATPlite luminescence; 100% = ROCK inhibitor wells, 0% = DMSO. survival enhancement, % at 20 µM. AID 602274. 360,000 compounds, 0.044% hits; in the data active = survival enhancement above about 18%;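 note: cells exposed to compounds for 16 hours before the ATP read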
Peg3 prom inh = reduces Peg3 promoter-driven luciferase expression in HeLa | 360,000 compounds, 1.7% hits | inhibition, % at 20 µM | HeLa PEG-Prom luciferase reporter, luminescence, overnight;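 active = inhibition of at least 50% at 20 µM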
TRPM1 prom inh = MITF TRPM1 promoter inhibition in SK-MEL-5 cells | inhibition, % at 12.5 µM | SK-MEL-5 TRPM1 promoter luciferase, 24 h | 330,000 compounds, 0.83% hits | AID 488899;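 active = mean inhibition across replicates of 60% or more, whatever share of single replicates reaches that level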; note: values of inactives mirror those of a sister screen read the other way
CaV13 FRET inh = Primary screen for inhibitors of IQ motif and Ca2+-dependent inactivation inhibitor domain binding in CACNA1D, Förster resonance energy transfer in living cells, … | HEK cells, CFP/YFP FRET ICDI-IQ, plate reader, 10 min; percent FRET-ratio fall versus neutral wells | inhibition, % at 12.3 µM | 340,000 compounds, 0.098% hits;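 active = mean replicate inhibition of at least 30% and at least 1% of replicates passing that level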;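 note: 0% = median of the neutral control wells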
NR2E3 ag-1 = activates human NR2E3 receptor. Q9Y5X4. CHO-S Gal4-NCOR/VP16-NR2E3 two-hybrid, luciferase. inhibition of corepressor binding, % at 3.98 µM. 360,000 compounds, 0.35% hits. AID 602229;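 active = inhibition above the mean of all tested compounds plus 3 SD, cut at about 70% in these data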;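 note: 0% = DMSO with NR2E3 transfected cells and 100% = cells lacking NR2E3 construct; higher means lower luciferase signal from less NR2E3 corepressor binding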
Target sequence (Q9Y5X4 whole entry, looked up, the tested form may be a part): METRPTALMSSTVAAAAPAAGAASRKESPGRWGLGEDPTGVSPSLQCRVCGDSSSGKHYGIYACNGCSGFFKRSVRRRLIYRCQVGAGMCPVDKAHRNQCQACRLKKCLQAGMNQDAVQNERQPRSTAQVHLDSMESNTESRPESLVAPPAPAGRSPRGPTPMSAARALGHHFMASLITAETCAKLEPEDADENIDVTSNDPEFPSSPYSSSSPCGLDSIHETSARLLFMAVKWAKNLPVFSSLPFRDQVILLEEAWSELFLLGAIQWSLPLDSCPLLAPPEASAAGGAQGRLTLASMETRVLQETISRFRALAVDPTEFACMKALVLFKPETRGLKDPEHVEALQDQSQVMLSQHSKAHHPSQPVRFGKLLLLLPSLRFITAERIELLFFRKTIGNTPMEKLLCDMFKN
Shn3 3UTR inh = reduces Shn3 3'UTR luciferase signal in osteoblasts; Clone20 osteoblast Shn3 3'UTR firefly luciferase, 24 h; inhibition, % at 12.5 µM; 360,000 compounds, 0.52% hits; AID 588674;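 active = mean inhibition of at least 75% with every replicate also reaching 75%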;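 note: 0% = median of neutral control wells and 100% = pilot-screen positive control compound; some compounds past the cut are filed as inactive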
PDI turbidity = inhibitors of human protein disulfide isomerase. inhibition, % at 10 µM. 350,000 compounds, 0.052% hits. AID 588391. P07237. PDI insulin aggregation turbidity, A650, 90 min;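 active = mean inhibition across replicates of 30% or more, whatever share of single replicates reach that level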;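 note: absorbance from insulin aggregation driven by PDI reduction with DTT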
Target sequence (P07237 whole entry, looked up): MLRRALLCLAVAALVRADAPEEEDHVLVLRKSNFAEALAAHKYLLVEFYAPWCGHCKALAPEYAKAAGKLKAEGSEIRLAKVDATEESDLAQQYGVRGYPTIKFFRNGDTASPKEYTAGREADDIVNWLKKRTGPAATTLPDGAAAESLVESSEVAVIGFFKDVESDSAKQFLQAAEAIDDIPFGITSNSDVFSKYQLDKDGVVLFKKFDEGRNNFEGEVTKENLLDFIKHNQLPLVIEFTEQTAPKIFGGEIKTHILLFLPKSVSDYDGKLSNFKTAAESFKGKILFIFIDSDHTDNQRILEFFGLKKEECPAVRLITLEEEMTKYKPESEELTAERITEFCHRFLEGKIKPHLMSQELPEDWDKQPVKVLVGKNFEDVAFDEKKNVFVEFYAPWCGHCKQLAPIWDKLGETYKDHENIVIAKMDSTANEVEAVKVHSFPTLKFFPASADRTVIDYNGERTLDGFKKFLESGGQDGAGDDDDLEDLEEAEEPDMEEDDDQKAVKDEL
HTR2A ag = mouse HTR2A agonism via beta-arrestin recruitment; CHO-K1 mHTR2A beta-arrestin complementation, luminescence; percent of 30 µM serotonin response; 360,000 compounds, 0.66% hits; P35363; activation, % at 7.6 µM;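 active = activation above a run cutoff, the mean activation of all tested compounds plus 3 SD, cut at about 14% in these data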;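 note: 0% = plate median of compound wells and 100% = 30 µM serotonin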
NR2E3 ag-2 = NR2E3 (human) agonism; Q9Y5X4; GST-NR2E3/biotin-RetCOR TR-FRET, 1536-well; inhibition of corepressor binding, % at 4.78 µM; 320,000 compounds, 0.12% hits; AID 2300;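 active = percent inhibition above the cutoff of mean plus 3 SD of all tested compounds, set per screening campaign, cut at about 20% in these data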;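 note: 0% = DMSO wells and 100% = biotin wells as full block of FRET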
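System: GST-NR2E3 and biotin-RetCOR proteins; probe or stimulus: 7 nM biotin-RetCOR; doses: compound at 4.8 µM, single dose; schedule: Compound–protein incubation for 5 h at 4 °C; detection: time-resolved FRET; read-out: percent inhibition; controls: biotin wells as high control, 0.6% DMSO wells as low control; format: 1536-well plates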
An asterisk follows results filed as active; / = not tested or not shown.

no. | SMILES | Peg3 prom inh | HTR2A ag | Cardio protect | Shn3 3UTR inh | TRPM1 prom inh | iPSC survival up | CaV13 FRET inh | PDI turbidity | HIF-2a inh | NR2E3 ag-2 | NR2E3 ag-1
1 | CCS(=O)(=O)Nc1cccc(C2=NN(S(=O)(=O)CC)C(c3ccccc3)C2)c1 (centres undefined) | 14 | -6 | 4 | -8 | -11 | 4.8 | -4 | -6 | -3 | 1 | -16
2 | CCn1c(SCC(=O)Nc2nonc2C)nnc1-c1ccoc1C | -2 | 8 | -9 | -12 | -5 | 0.2 | -4 | -2 | 8 | 0 | -7
3 | CCOC(=O)C1CCc2c(ccc3ccccc23)N1CCC#N (centres undefined) | 11 | -3 | -5 | -18 | / | 0.6 | -6 | -3 | -3 | / | -20
4 | Cc1nc2nc(C)c(NS(=O)(=O)c3ccc(C(C)(C)C)cc3)c(=O)n2[nH]1 | 9 | 2 | -3 | -3 | -10 | 0.1 | -8 | 1 | 12 | 2 | 21
5 | CN1CCCCC1(C)C(=O)NCc1ccc(C(C)(C)C)cc1 (centres undefined) | -6 | -3 | 3 | -3 | / | 2.8 | -4 | -16 | 0 | / | -18
6 | CCOc1cc(/C=N/NC(=O)C2CCCC2)ccc1OC(C)C | -5 | -4 | 13 | -2 | -8 | 0.1 | / | -9 | 9 | 1 | 2
7 | CC(=O)Nc1cccc(NC(=O)CN2c3cccc4cccc(c34)S2(=O)=O)c1 | 8 | -2 | 2 | 16 | 6 | -0.2 | -6 | -4 | 13 | 5 | -31
8 | Cc1ccc(C(=O)NC(=S)Nc2ccc3[nH]c(=O)[nH]c3c2)cc1C | 1 | 2 | 8 | 4 | 3 | 3.0 | 3 | 1 | 15 | 0 | 17
9 | C[C@@H](C(=O)Nc1ccc(OC(F)F)c(Cl)c1)N1C(=O)C2CC=CCC2C1=O (some centres undefined) | 19 | 4 | -2 | 12 | 1 | -1.6 | -7 | 2 | 3 | / | 7
10 | N#CCCN(C(=O)COC(=O)CNS(=O)(=O)c1ccc2ccccc2c1)c1ccccc1 | 9 | -3 | 6 | -16 | 0 | 1.8 | -5 | 3 | 17 | 3 | -6
11 | Cc1nn(C2CCS(=O)(=O)C2)c2nc(C3CC3)cc(C(=O)Nc3cccc(C#N)c3)c12 (centres undefined) | 5 | -8 | 5 | 18 | 21 | -0.4 | -6 | 0 | 24 | / | -4
12 | O=C(COC(=O)C1CCN(S(=O)(=O)c2ccc3c(c2)OCCO3)CC1)Nc1ccccc1OC(F)F | 10 | -1 | -3 | 0 | -2 | 0.5 | -1 | -3 | 14 | -5 | -30
13 | O=C(Cc1ccc(S(=O)(=O)N2CCOCC2)s1)NCCOc1ccccc1 | 7 | 6 | 3 | -10 | 1 | 1.7 | -6 | 0 | 0 | -4 | 7
14 | COc1cc(/C=N/O)ccc1OCc1ccccc1Cl | -267 | -3 | -12 | -63 | -95 | 0.1 | -5 | 22 | -315 | 0 | -119
15 | Cc1ccc(CN(C)C(=O)c2ccccc2NC(=O)c2ccccc2)o1 | 19 | 6 | -3 | -10 | -7 | 1.7 | -7 | 4 | 2 | 1 | 24
16 | CCC(=O)N1CCN(c2ccc(NC(=O)COc3cccc(C)c3C)cc2)CC1 | -6 | 3 | -3 | 11 | 9 | -0.2 | -4 | 15 | 19 | -1 | 2
17 | O=C(COC(=O)CNS(=O)(=O)c1ccc2ccccc2c1)Nc1ccccc1Sc1ccccc1 | 16 | -4 | -2 | -14 | -11 | 0.1 | -15 | 21 | 12 | -1 | -7
18 | CC(=O)c1ccc(NC(=O)Nc2ccc3c(c2)N(C)C(=O)CS3)cc1 | -14 | 1 | 2 | -15 | -16 | -1.1 | -4 | -20 | -50 | 3 | -10
19 | CCc1nn2c(=O)c(S(=O)(=O)Nc3ccccc3)c(C)nc2s1 | 3 | 3 | -7 | -8 | -3 | 0.8 | -4 | -6 | 6 | -1 | -12
20 | Cc1ccc(OCC(=O)Nc2ccccc2C(=O)NC2CC2)cc1C | -21 | 0 | -4 | 8 | 1 | 0.0 | -3 | -3 | -3 | 2 | 2

Profiles as entered above. Values in the order: Peg3 prom inh | HTR2A ag | Cardio protect | Shn3 3UTR inh | TRPM1 prom inh | iPSC survival up | CaV13 FRET inh | PDI turbidity | HIF-2a inh | NR2E3 ag-2 | NR2E3 ag-1
O=C(Cc1ccc(S(=O)(=O)N2CCOCC2)s1)NCCOc1ccccc1 in the list: 7 | 6 | 3 | -10 | 1 | 1.7 | -6 | 0 | 0 | -4 | 7
CC(=O)c1ccc(NC(=O)Nc2ccc3c(c2)N(C)C(=O)CS3)cc1 in the list: -14 | 1 | 2 | -15 | -16 | -1.1 | -4 | -20 | -50 | 3 | -10
Cc1ccc(CN(C)C(=O)c2ccccc2NC(=O)c2ccccc2)o1 in the list: 19 | 6 | -3 | -10 | -7 | 1.7 | -7 | 4 | 2 | 1 | 24

Rewritten with two lines to a compound: part of the list above
Values in the order – Peg3 prom inh | HTR2A ag | Cardio protect | Shn3 3UTR inh | TRPM1 prom inh | iPSC survival up | CaV13 FRET inh | PDI turbidity | HIF-2a inh | NR2E3 ag-2 | NR2E3 ag-1
17: O=C(COC(=O)CNS(=O)(=O)c1ccc2ccccc2c1)Nc1ccccc1Sc1ccccc1
 : 16 | -4 | -2 | -14 | -11 | 0.1 | -15 | 21 | 12 | -1 | -7
18: CC(=O)c1ccc(NC(=O)Nc2ccc3c(c2)N(C)C(=O)CS3)cc1
 : -14 | 1 | 2 | -15 | -16 | -1.1 | -4 | -20 | -50 | 3 | -10
20: Cc1ccc(OCC(=O)Nc2ccccc2C(=O)NC2CC2)cc1C
 : -21 | 0 | -4 | 8 | 1 | 0.0 | -3 | -3 | -3 | 2 | 2

Continuation.
no. | SMILES | Peg3 prom inh | HTR2A ag | Cardio protect | Shn3 3UTR inh | TRPM1 prom inh | iPSC survival up | CaV13 FRET inh | PDI turbidity | HIF-2a inh | NR2E3 ag-2 | NR2E3 ag-1
21 | CCOC(=O)c1c(NC(=O)c2ccccc2N(C)S(=O)(=O)c2ccccc2)sc2c1CCCC2 | 32 | 0 | -14 | 79 | 18 | -2.1 | -4 | -19 | 12 | 2 | -49
22 | CSc1ccc(/C=C(\C(=O)O)c2ccc(S(=O)(=O)N3CCCC3)s2)cc1 | -3 | 6 | 1 | -7 | 3 | -0.5 | -14 | -3 | -1 | 4 | -22
23 | CCOCCc1nn2c(=O)cc(CSCC(=O)Nc3ccc(OC)cc3)nc2s1 | -9 | -1 | -1 | -21 | -5 | -0.3 | -14 | 10 | 8 | -5 | -4
24 | CCC(C)CCN1CCN=C1N(C)C (centres undefined) | -8 | 2 | -4 | -33 | -1 | -1.6 | -11 | -2 | 5 | 2 | 11
25 | O=C1CSC(=Nc2ccc(F)cc2)N1 | -4 | 4 | 1 | 14 | -3 | -0.6 | -4 | 3 | 12 | 0 | -1
26 | O=C(CSc1ccc(Br)cc1)Nc1ccccc1Oc1ccccc1 | 0 | -1 | -13 | -2 | 3 | 5.8 | -6 | 3 | 17 | 2 | 13
27 | CC1(C(=O)NCc2cccc3ccccc23)CCN1C(=O)C1(c2ccccc2)CC1 (centres undefined) | 15 | -2 | 7 | -2 | / | -1.7 | -8 | 2 | 7 | / | -17
28 | Cc1ccc(NC(=O)COC(=O)C(NS(=O)(=O)c2ccc(Cl)cc2)C(C)O)c(Br)c1 (centres undefined) | 21 | 6 | -6 | 0 | 5 | -1.4 | -3 | -5 | 3 | 0 | 24
29 | COc1ccc(CCNC(=O)Cn2cnc3ccccc3c2=O)cc1OC | 1 | 1 | 5 | -4 | -10 | 3.3 | -5 | 6 | 10 | -3 | 4
30 | O=C(CS(=O)c1ccc(Br)cc1)N1CCOCC1 (centres undefined) | 8 | 1 | 9 | -13 | 11 | -0.7 | -4 | -2 | 1 | 2 | -49

Compounds listed so far that have an NH in an aromatic ring (two):
no. | SMILES | Peg3 prom inh | HTR2A ag | Cardio protect | Shn3 3UTR inh | TRPM1 prom inh | iPSC survival up | CaV13 FRET inh | PDI turbidity | HIF-2a inh | NR2E3 ag-2 | NR2E3 ag-1
4 | Cc1nc2nc(C)c(NS(=O)(=O)c3ccc(C(C)(C)C)cc3)c(=O)n2[nH]1 | 9 | 2 | -3 | -3 | -10 | 0.1 | -8 | 1 | 12 | 2 | 21
8 | Cc1ccc(C(=O)NC(=S)Nc2ccc3[nH]c(=O)[nH]c3c2)cc1C | 1 | 2 | 8 | 4 | 3 | 3.0 | 3 | 1 | 15 | 0 | 17

Additional results
no. | SMILES | Peg3 prom inh | HTR2A ag | Cardio protect | Shn3 3UTR inh | TRPM1 prom inh | iPSC survival up | CaV13 FRET inh | PDI turbidity | HIF-2a inh | NR2E3 ag-2 | NR2E3 ag-1
31 | CC(C)C(NC(=O)c1ccccc1)c1nnc(SCC(=O)NC2CCCC2)n1C (centres undefined) | -5 | 1 | 3 | -6 | 8 | 0.3 | -5 | 5 | 0 | 1 | 8
32 | CC1=NC(Nc2nc(C)c3ccccc3n2)=NC(C)(C)C1 | 42 | -3 | 4 | 11 | 19 | -1.8 | -5 | -4 | 4 | -1 | 24
33 | CCOC(=O)N(C)C[C@@H]1OCc2cnnn2CCCC(=O)N([C@H](C)CO)C[C@@H]1C | 2 | -4 | -8 | -8 | / | -0.5 | -7 | 2 | -3 | / | 4
34 | COc1ccc(S(=O)(=O)N2CCOCC2)cc1NC(=O)C1CC(=O)N(c2ccc3c(c2)OCCO3)C1 (centres undefined) | 6 | 1 | 2 | -23 | / | 1.1 | -4 | -12 | 7 | / | -36
35 | Cc1ccc(NC(=S)NCCc2c[nH]c3ccccc23)cc1 | -40 | -7 | -2 | 6 | -1 | -4.4 | -6 | -5 | -60 | -5 | -26
36 | Cc1c(OCC(=O)NC2CC(C)(C)NC(C)(C)C2)ccc2c3c(c(=O)oc12)CCC3 | -2 | 0 | 7 | -23 | 4 | -0.3 | -16 | -3 | -1 | -1 | 2
37 | O=S(=O)(NC(=NCCc1ccc(Cl)cc1)c1ccccc1Cl)c1cccs1 | 28 | -5 | -4 | -16 | 5 | -4.2 | -5 | -7 | 21 | 2 | 16
38 | Nc1ccccc1SCc1c(Cl)cccc1Cl | 4 | -1 | -6 | -23 | 14 | 0.3 | -5 | -2 | -12 | -3 | -12
39 | O=[N+]([O-])c1ccc(N2CCN(CCO)CC2)cc1Sc1nc2ccccc2[nH]1 | 19 | -11 | -5 | -12 | 9 | -0.9 | -9 | 1 | 17 | -4 | 3
40 | CC1(C)SC2c3ccccc3C(=O)N2[C@@H]1C(=O)NCCCN1CCOCC1 (some centres undefined) | 10 | 0 | 8 | -4 | -1 | 3.7 | -2 | -5 | 16 | 2 | -9
41 | Cn1cccc1C(=O)OCC(=O)NC(=O)c1ccc(Cl)cc1 | 11 | 1 | 1 | -11 | 4 | -4.1 | -6 | -6 | -4 | / | -26
42 | Oc1ccccc1O | 9 | -1 | 66* | 30 | 7 | -3.7 | -6 | 1 | -4 | -1 | -9
43 | CN(C)c1cc[n+](CC(=O)Nc2c(Cl)cc(Cl)cc2Cl)cc1 | 19 | 4 | 2 | -3 | 17 | -1.5 | -5 | -2 | 7 | 4 | 8
